IEC-6 tox = kills IEC-6 intestinal cells in KLF5 counter-screen; inhibition, % at 5 µM; IEC-6 cytotoxicity, luminescence viability; 0.78% of 290,000 active; in the data active means inhibition above about 22%;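 further: 0% = plate median of test compound wells and 100% = cytotoxic reference compound wells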
HSF1 inhib = HSF1 inhibition; activity change, negative = inhibition, % at 7.5 µM (by protocol); 0.77% of 300,000 active; NIH3T3-HGL HSE-luciferase, MG132-induced, luminescence 8 h; active compounds read low;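 active means more than half of replicate wells show activity change below -50%, luminescence cut by over half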;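 further: luciferase reports HSF-1 transcriptional activity via heat shock element; 0% = median of DMSO wells and -100% = zero luminescence signal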
HSF-1 act = increases HSF-1 driven luciferase reporter signal | AID 504408 | activation, % at 9 µM | 1.7% of 300,000 active | NIH3T3-HGL HSF-1 luciferase reporter, MG132, 8 h; 100% = twice DMSO control signal;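 active means mean replicate activation of at least 50% with a set share of replicates each reaching 50%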;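 further: 0% = median of the neutral control wells and 100% = twice that signal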
HSP90 refold inh = blocks HSP90-mediated luciferase refolding in reticulocyte lysate | inhibition, % at 5.6 µM | Rabbit reticulocyte lysate, luciferase refolding luminescence, 3 h | 0.91% of 290,000 active;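 active means inhibition above the screen-wide mean plus 3 SD, computed separately per campaign, cut at about 16% in these data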;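 further: 0% = DMSO wells and 100% = 60 µM geldanamycin wells; inhibitors lower the luminescence because luciferase stays unfolded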
aSyn UTR inh = MLPCN primary screen, SNCA 5' untranslated region; alpha-synuclein 5'UTR reporter, inhibitor activity; inhibition, % (tested at 7.5 µM); 0.82% of 300,000 active; AID 1813; in the data active means inhibition above about 60%;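 further: H4 neuroglioblastoma cells stably carrying SNCA 5'UTR luciferase fusion; 0% = DMSO wells and 100% = positive control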
AI-2 QS mod = modulates the Vibrio harveyi AI-2 quorum sensing system; 0.4% of 300,000 active; Vibrio harveyi JMH597 AI-2 luminescence/OD600 ratio, 9 h; active compounds read low; strain lacks LuxN and CqsS sensors; 0 = neutral-control median; AID 2094; activity change, % at 7.5 µM; in the data active means activity change below about -75%, passing the limit was not always enough;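 further: luminescence divided by OD600 gain over 9 h not by final OD600 alone; inactives centre near 13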
SKKanGAS inh = inhibitors of SKKanGAS S. pyogenes growth in kanamycin (SK-promoter or general growth effect); inhibition, % at 7.5 µM; BacTiter-Glo, 6 h; AID 1662; 1.3% of 300,000 active;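 active means mean replicate score, as percent of positive control median, at least 50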;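 further: strain carries kanamycin resistance gene driven by streptokinase promoter and grows in 40 µg/ml kanamycin; loss of luminescence reflects streptokinase promoter inhibition or plain growth inhibition; 0% = median of DMSO wells and 100% = positive control at its reference dose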
Platelet DG rel = modulates dense granule release in human platelets. human platelet-rich plasma, SFLLRN dense granule ATP release, luminescence. inhibition, %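 (compounds screened at 7.5 µM in platelet-rich plasma)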. 0.22% of 300,000 active. AID 1663;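 active means mean replicate score, as percent of positive control, at or above 50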
HIF act = HIF pathway transcriptional activation; U2OS HRE-luciferase reporter, luminescence; normalized: DMSO 0%, desferrioxamine 100%; 0.32% of 300,000 active; activation, % at 7.5 µM (by protocol);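 active means mean activation of at least 10% of the iron chelator positive control signal, with at least half of replicates also reaching 10%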
KLF5 inh = inhibitors of KLF5 expression | DLD-1 KLF5 promoter-luciferase reporter, luminescence | 0.23% of 290,000 active | AID 1700 | inhibition, % at 5 µM;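 active means inhibition above a per-plate limit of that plate's mean compound inhibition plus 3 SD, cut at about 60% in these data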;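 further: 0% = DMSO wells and 100% = LY294002 at 200 µM; higher means less KLF5 promoter-driven luciferase light; inactives centre near -14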
* hit, by the source's call; · = no result given. Not a hit list; 6% or so of the library scored in one or more.

The opening 2 entries as a preview:
SMILES,IEC-6 tox,HSF1 inhib,HSF-1 act,HSP90 refold inh,aSyn UTR inh,AI-2 QS mod,SKKanGAS inh,Platelet DG rel,HIF act,KLF5 inh
COc1ccc(NC(=O)c2cc([N+](=O)[O-])ccc2NC(=O)CNCc2ccccn2)c(OC)c1,0.9,-4.3,11.4,3.7,-7.9,14.9,8.7,14.3,1.4,-11.1
COc1ccccc1NC(=O)C1=C(C)Nc2nc(-c3ccccc3)nn2C1c1ccccn1 (stereo not given),6.9,1.2,10.5,-0.6,21.4,18.1,-5.9,-1.3,0.0,-13.4

This part in full (from the top)
SMILES,IEC-6 tox,HSF1 inhib,HSF-1 act,HSP90 refold inh,aSyn UTR inh,AI-2 QS mod,SKKanGAS inh,Platelet DG rel,HIF act,KLF5 inh
COc1ccc(NC(=O)c2cc([N+](=O)[O-])ccc2NC(=O)CNCc2ccccn2)c(OC)c1,0.9,-4.3,11.4,3.7,-7.9,14.9,8.7,14.3,1.4,-11.1
COc1ccccc1NC(=O)C1=C(C)Nc2nc(-c3ccccc3)nn2C1c1ccccn1 (stereo not given),6.9,1.2,10.5,-0.6,21.4,18.1,-5.9,-1.3,0.0,-13.4
C=CCNC(=O)C(=O)NCCOc1ccccc1Cl,4.4,-3.1,-4.5,6.5,-17.2,4.4,-8.8,-9.0,1.2,-13.2
CCO[C@H]1OC(C(=O)O)=C[C@@H](c2csc3ccccc23)[C@@H]1CCCO,-9.5,-0.3,3.6,4.6,7.7,7.9,5.3,5.2,-0.2,11.7
C=CCc1c(C)[nH]c2c(OC)cccc2c1=S,2.7,8.0,10.8,3.0,0.4,9.7,1.3,13.3,0.5,6.0
O=C(Nc1ccc(F)cc1)Nc1cccnc1Cl,-0.2,9.8,25.8,-2.2,-80.6,3.3,0.5,30.1,3.4,-66.7
COc1ccc(/C=C/C(=O)c2ccc(OC)cc2OC)c(OC)c1,5.3,17.5,33.7,3.7,-38.8,26.0,-3.3,2.5,0.4,-18.7
CN(C)CCCN(C(=O)COc1ccccc1)c1nc2ccc(F)cc2s1,0.9,·,·,-0.8,-20.6,14.1,4.1,0.1,·,-29.9
O=C(CN1CCN(C(=O)N2CCOCC2)CC1)Nc1ccc(Br)cc1,5.9,-1.2,5.1,-1.2,-8.9,12.7,13.5,2.4,-0.7,-41.7
COc1ccccc1OCCCOc1ccc(/C=C2\SC(=O)NC2=O)cc1OC,8.4,7.7,11.5,-0.6,6.2,45.3,36.9,3.1,0.0,-41.0
COc1ccc(S(=O)(=O)N2CCOCC2)cc1C(=O)N1CCCCCC1,-0.9,-3.3,-16.0,2.5,-0.3,4.1,2.0,-2.7,0.1,-15.8
COc1ccc(NC(=O)Cc2nnc(SCC(=O)Nc3ccc(F)cc3)n2C)cc1,2.2,7.2,12.8,2.6,-33.8,4.6,-3.4,3.8,-0.4,14.1
Nn1c(SCc2cccc3ccccc23)nnc1-c1ccco1,2.3,4.4,28.0,-0.6,-9.9,-13.5,10.0,0.5,2.2,2.7
COc1cccc(COC(=O)c2cc(S(=O)(=O)N3CCCCC3)ccc2N2CCOCC2)c1OC,·,2.5,19.4,·,-10.3,-3.1,-1.8,-8.4,-0.3,·
CCOc1cc(S(=O)(=O)N2CCCC2)ccc1Cl,2.0,2.7,16.8,1.8,17.8,14.7,-3.3,-0.9,-0.2,1.4
O=C(Cn1ncc2c([nH]c3ccccc32)c1=O)NCC1CCN(Cc2ccccc2F)CC1,-1.1,-0.7,-1.2,-0.4,19.8,32.7,0.0,-2.2,0.0,-10.8
Cc1ccc(C)n1-c1cccc(S(=O)(=O)N2CCOCC2)c1,-1.0,-12.2,-8.9,4.8,-3.4,7.9,1.8,0.3,0.4,-23.7
CCOc1ccc(S(=O)(=O)N2c3ccccc3CC2C)cc1 (stereo not given),67.0*,-15.5,-24.1,0.1,92.6*,8.1,4.2,1.0,0.0,54.5
O=C(O)CCN1CCN(S(=O)(=O)c2ccc3ccccc3c2)CC1,-6.3,3.8,-3.4,-7.2,3.8,27.6,-3.9,-2.7,0.1,-11.3
O=c1c(Cl)c(NCCO)cnn1-c1cccc(Cl)c1,-5.1,-4.3,2.2,-2.5,-13.5,17.0,8.9,-1.5,0.8,-34.0
O=C(Cn1nc(-c2ccc3c(c2)OCCO3)ccc1=O)Nc1ccc(N2CCOCC2)cc1,-2.9,2.5,17.1,-2.7,1.3,9.5,-15.2,-23.3,-0.1,-38.3
CC(C)(C)c1cc(C(=O)NNc2cccc(Cl)c2)n(Cc2ccccc2)n1,-2.7,7.1,4.5,1.4,28.4,16.3,31.6,2.1,-0.5,-21.9
COc1cc(OC)c(NC(=O)Cc2ccc(OC)c(S(=O)(=O)N3CCOCC3)c2)cc1Cl,-1.1,1.1,7.3,3.5,-24.8,-1.6,-7.2,9.2,0.4,-33.7
CCCC(c1nnnn1Cc1cccs1)N1CCN(C)CC1 (stereo not given),4.4,0.4,7.0,0.7,-11.3,18.2,1.0,12.1,0.0,-14.3
CCOC(=O)c1cc2c(ccn2C)n1CC(=O)N(CC)CC,-2.8,4.9,-0.2,-2.4,0.6,1.1,-12.2,-7.4,-1.0,-36.4
CC1(C)CC(=O)C(C=Nc2ccc3cn[nH]c3c2)=C(O)C1,9.0,31.6,54.2*,5.9,-2.2,38.7,2.7,6.9,·,-23.4
N#Cc1ccccc1COc1cccc2c1CCCC2O (stereo not given),2.1,2.3,-12.2,-1.8,-18.5,12.3,8.0,2.5,-0.1,-21.8
CCOC(=O)C1CCN(C(=O)C2CCN(c3nnc(-n4cccc4)s3)CC2)CC1,-4.3,2.3,4.6,-9.1,-2.0,41.0,6.5,-3.5,0.0,-14.4
O=C(c1ccc(-c2cc(Cl)ccc2Cl)o1)N1CCOCC1,0.7,5.3,3.2,7.5,-2.7,-3.4,0.9,5.3,0.7,6.8
CCc1ccccc1NC(=S)N(Cc1ccc(OC)cc1)CC1CCC(C(=O)O)CC1 (stereo not given),1.6,6.4,24.2,0.0,1.2,9.8,-2.7,-4.3,-1.5,-9.6
CC(=O)CC(C)(C)NC(C)=S,-11.3,3.4,-2.3,-0.7,23.3,-14.7,-0.4,2.1,-0.2,-16.8
Cn1nnnc1SCC(=O)N1CCCCC1,-7.7,-2.7,-1.4,-0.4,2.6,8.6,-3.4,-1.6,-1.9,2.0
CC1CCN(S(=O)(=O)c2ccc(C(=O)NCc3ccco3)cc2)CC1,-7.9,-2.8,2.7,4.1,28.8,-34.5,4.0,-9.9,-0.7,2.1
COc1ccc(NC(=O)CCc2nnc3ccc(N4CCC(C)CC4)nn23)cc1,1.8,-4.4,1.7,0.5,3.2,4.0,-3.0,11.6,1.0,-33.4
c1ccc(-c2nnc(-c3ccccn3)nn2)nc1,·,18.2,24.6,·,-121.8,10.7,7.5,36.2,2.0,·
O=C(COC(=O)c1cncc(Br)c1)NCc1ccc(Cl)cc1,6.6,-17.2,-22.1,1.9,-13.7,2.6,-1.0,-0.5,1.0,-3.7
COc1ccccc1N(CC1CO1)S(=O)(=O)c1ccccc1 (stereo not given),4.7,-5.5,-0.4,-1.8,22.4,6.8,2.0,5.5,-0.7,0.2
C#Cc1ccc([C@H]2C=C(C(=O)OCC=C)O[C@@H](OCC)[C@@H]2CCCO)cc1,3.0,-7.6,-12.3,7.0,-11.4,3.7,3.1,15.1,-0.4,-35.0
O=C(O)C[C@@H](CNC(=O)COc1ccc2ccc(=O)oc2c1)c1ccc(Cl)cc1,-1.0,-0.5,-6.3,-0.2,6.3,7.6,2.8,4.6,-0.3,-19.6
Cc1ccc(Oc2ccc(C(F)(F)F)cc2[N+](=O)[O-])c([N+](=O)[O-])n1,4.3,4.9,12.8,7.2,-48.4,12.0,9.2,-5.4,0.7,-21.9
CN(Cc1ccccc1)C(=O)c1ccccc1NC(=O)C1=CSCCO1,-2.7,-76.1*,-79.1,-2.5,-4.3,8.1,-4.7,3.3,-1.0,-10.5
NC(N)=NS(=O)(=O)c1ccc(NC(=S)NC(=O)/C=C/c2ccco2)cc1,-4.0,-1.6,24.7,2.9,0.6,31.4,0.2,3.6,-13.1,-32.9
CC1CN(S(=O)(=O)c2cccc(C(=O)NCc3ccc4c(c3)OCO4)c2)CC(C)O1 (stereo not given),-1.7,0.0,0.0,-0.7,2.9,-8.8,-3.9,-0.1,-29.9,-35.2
CCOc1ccc(NC(=O)C(=O)NCCN2CCN(S(=O)(=O)c3ccccc3)CC2)cc1,-0.8,-0.6,3.8,1.8,2.3,-0.5,-1.5,-0.8,0.4,-8.7
COc1cccc2cc(C(=O)N3CCN(c4ccccc4F)CC3)c(=O)oc12,-2.7,-1.3,-7.4,-0.6,3.5,18.4,-1.4,-14.2,-1.8,-9.9
COc1ccc(C(=O)Nc2ccc(S(=O)(=O)N3CCN(C)CC3)cc2)cc1[N+](=O)[O-],-1.3,-3.0,0.5,-4.7,-6.3,11.3,6.6,8.2,-0.2,-24.6
CCOC(=O)C1=C(C)OC(N)=C(C#N)C1c1c(C)nn(-c2ccc(C)cc2)c1Cl (stereo not given),-0.7,12.5,-6.0,-0.7,-44.0,17.1,1.3,10.0,0.1,-20.6
CCOC(=O)CC1CCCCN1Cc1cn(C)nc1-c1ccc2c(c1)OCCO2 (stereo not given),2.4,-1.4,-4.4,0.4,-11.5,-0.8,-4.4,4.6,1.9,-30.6

Taken from above.
In IEC-6 tox, CN(C)CCCN(C(=O)COc1ccccc1)c1nc2ccc(F)cc2s1 has the entry 0.9
In AI-2 QS mod, CC(=O)CC(C)(C)NC(C)=S has the entry -14.7
In aSyn UTR inh, CCOC(=O)C1CCN(C(=O)C2CCN(c3nnc(-n4cccc4)s3)CC2)CC1 has the entry -2.0
